# GPR55 activation – GPR55 agonists via beta-arrestin recruitment, primary screen, imaging, U2OS cells, beta-arrestin-GFP redistribution (AID 1961); U2OS GPR55 beta-arrestin-GFP redistribution imaging; higher % means a stronger effect; activation, % at 10 µM, or EC50 in µM where a hit was titrated; 290,000 compounds, 0.048% hits;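 active = activation above 40% with more than 50 cells counted in the well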;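 also: U2OS osteosarcoma cells stably expressing GPR55 and beta-arrestin-GFP; plate controls were DMSO negative control for no effect and LPI positive control for full effect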
# T cell modulator – modulates CD8 T cell binding to vesicles. 2C CD8+ T cell-vesicle binding, flow cytometry; stronger effect = lower value. calls only at 7 µM. 330,000 compounds, 0.068% hits. AID 2052;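 active = response, share of CD8 T cells binding vesicles, and their 90th percentile fluorescence all below set limits, cut at about 80% in these data, passing the limit was not always enough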
#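 Material: murine 2C transgenic CD8+ T lymphocytes / Also added: QL9-peptide-loaded Drosophila micro-vesicles bearing Ld, ICAM-1 and B7-1 / Schedule: binding step 1.5 h, 37 °C, antibody labelling 20 min, ice / Signal: flow cytometry, PE anti-B7-1 (FL2) versus Alexa647 anti-CD8 (FL8), PFA-fixed / Evaluation: percent CD8+ FL2 mean versus row control / Benchmarks: naked versus QL9-loaded vesicles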
# GPR55 antagonists – inhibition of LPI-stimulated GPR55 beta-arrestin translocation – imaging, U2OS, beta-arrestin-GFP, LPI agonist, primary screen (AID 2013); U2OS GPR55 beta-arrestin-GFP translocation imaging, LPI antagonism; higher % means a stronger effect; 290,000 compounds, 0.13% hits; inhibition, % at 10 µM; hits with a dose series show IC50 in µM;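 active = spots per cell inhibited over 60%, with over 100 cells counted and total cytoplasm intensity under 500,000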;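 also: U2OS cells stably carrying GPR55 and arrestin-GFP stimulated by 5 µM LPI near EC80; imaged beta-arrestin-GFP aggregate spots per cell after agonist stimulation; plate controls were LPI-stimulated DMSO wells for no effect and DMSO wells without LPI for full effect; some results filed as inactive read as strong as hits; confirmed hits need IC50 under 10 µM and bright autofluorescent wells are also inconclusive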
# KOR beta-arrestin-1 – KOR antagonists, beta-arrestin recruitment, cell-based, luminescence, uHTS (AID 1778). KOR beta-arrestin recruitment, luminescence, antagonist mode; higher % means a stronger effect. inhibition, % at 10 µM; hits with a dose series show IC50 in µM. 290,000 compounds, 0.091% hits; in the data active = inhibition above about 50%; also: strong numbers were not always called active
# GPR35 antagonists – inhibition of zaprinast-stimulated GPR35 beta-arrestin translocation – imaging, U2OS, beta-arrestin-GFP, zaprinast agonist, primary screen (AID 2058) | U2OS GPR35 beta-arrestin-GFP translocation imaging, zaprinast antagonism; higher % means a stronger effect | one-dose inhibition, % at 10 µM; IC50 in µM for titrated hits | 290,000 compounds, 0.052% hits;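 active = inhibition of at least 50% with at least 30 cells and total cytoplasm GFP at most 10,000,000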
# West Nile antiviral – inhibition of WNV-induced cytopathic effect – cell-based, CPE readout (AID 1621); 290,000 compounds, 0.02% hits; West Nile virus-infected cells, CPE inhibition; higher % means a stronger effect; one-dose CPE inhibition, % at 10 µM; IC50 in µM for titrated hits; in the data active = a potency from the dose series; also: strong numbers were not always called active
# NTR1 ag – agonists of NTR1, primary screen, imaging, U2OS cells, beta-arrestin-GFP, high content (AID 493036). NTR1-U2OS beta-arrestin-GFP spot imaging, agonist mode. activation, % at 20 µM. 330,000 compounds, 0.17% hits;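 active = activation at or above 40% of the spot to cytoplasm intensity ratio, with at least 20 cells analyzed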;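 also: 0% = DMSO without peptide and 100% = 100 nM NTR1 peptide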
# Target sequence (P30989 whole entry, looked up): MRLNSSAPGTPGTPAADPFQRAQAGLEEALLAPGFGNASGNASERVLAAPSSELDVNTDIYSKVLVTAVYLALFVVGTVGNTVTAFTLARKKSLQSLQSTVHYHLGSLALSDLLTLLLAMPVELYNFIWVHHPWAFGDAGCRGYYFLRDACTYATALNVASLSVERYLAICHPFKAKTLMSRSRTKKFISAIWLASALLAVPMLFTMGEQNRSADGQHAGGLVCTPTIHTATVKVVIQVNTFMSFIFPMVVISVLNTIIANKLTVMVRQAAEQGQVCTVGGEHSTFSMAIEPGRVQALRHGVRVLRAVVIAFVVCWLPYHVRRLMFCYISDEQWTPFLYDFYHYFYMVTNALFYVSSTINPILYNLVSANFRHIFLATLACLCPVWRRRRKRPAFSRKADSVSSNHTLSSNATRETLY
# KOR beta-arrestin-2 – KOR agonists, beta-arrestin recruitment, primary screen, cell-based, luminescence, uHTS (AID 1777); 280,000 compounds, 0.02% hits; activation, % at 10 µM; hits with a dose series show EC50 in µM; KOR beta-arrestin recruitment, luminescence; higher % means a stronger effect; in the data active = activation above about 50%, passing the limit was not always enough; also: a part of the inactive calls stands beside numbers as strong as those of hits
# Salmonella PhoP GFP – inhibitors of PhoP regulon expression, primary screen, Salmonella Typhimurium, GFP reporter (AID 1863) | S. Typhimurium PhoP-regulated promoter GFP reporter, 4 h; higher % means a stronger effect | inhibition, % at 50 µM; hits with a dose series show IC50 in µM | 300,000 compounds, 0.16% hits;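 active = inhibition over 29.93%, a cutoff 3 SD above the screen mean, later confirmed by dose response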;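 also: 0% = low Mg2+ inducing control and 100% = high Mg2+ repressing control; strong numbers were not always called active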
# T cell modulator vesicle-bound % – further read-out of T cell modulator, marked with its call; double positive events, %; measured here: CD8+ vesicle-bound cell fraction;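 binding gate set so that unloaded-vesicle control wells show 10% double positive cells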
# NTR1 ag cell count 20 µM – also measured in NTR1 ag; calls as there; cell count; measured here: cell count, cytotoxicity flag
# Starred values were filed as active, the others as inactive; i = inactive; x = not tested or not shown; [ ] = remark or other dose.
SMILES,GPR55 activation,T cell modulator,T cell modulator vesicle-bound %,GPR55 antagonists,KOR beta-arrestin-1,GPR35 antagonists,West Nile antiviral,NTR1 ag,NTR1 ag cell count 20 µM,KOR beta-arrestin-2,Salmonella PhoP GFP
C=CCn1c2ccccc2c2nnc(SCCCn3c(=O)[nH]c4ccccc43)nc21,-0.3%,x,x,5%,4%,-6%,-0.1%,x,x,2.1%,18%
O=C(NC1CC1)C(=O)c1c[nH]c2ccccc12,-0.2%,i,8,11%,-33%,0%,0.1%,0.6,67,5.4%,6%
O=C(CN1CCN(S(=O)(=O)c2ccc(Br)cc2)CC1)N/N=C/c1cc([N+](=O)[O-])ccc1Cl,0.1%,i,47,0%,-26%,11%,x,3.6,31,3.4%,-12%
O=C(O)c1ccccc1/C=N/N1CCN(C2c3ccccc3-c3ccccc32)CC1,0.5%,i,46,11%,-16%,4%,-0.4%,2.3,45,-0.2%,2%
Cc1ccc(OCC(=O)NCCN2CCCC2)cc1,-0.1%,i,47,-4%,30%,17%,0.3%,-1.0,63,13%,-3%
CC(=O)N1c2ccccc2C(C)(C)C2CCC(C)CC21 (centres undefined),-0.1%,i,12,29%,11%,9%,-0.8%,1.0,69,3.0%,3%
CN(C)c1ccc(/C=N/NC(=O)C(O)(c2ccccc2)c2ccccc2)o1,-0.3%,i,39,3%,-18%,-6%,x,3.7,48,-1.1%,-6%
CN(C)c1ccc(CN(C(=O)c2ccccc2Br)C2CCS(=O)(=O)C2)cc1 (centres undefined),-0.2%,i,8,9%,-30%,-11%,0.1%,-1.0,52,2.6%,-7%
CCOC(=O)C1CCCN(S(=O)(=O)c2ccc3c(c2)C(C)(C)C(=O)N3C)C1 (centres undefined),-0.1%,i,39,6%,-14%[20 µM],-4%,-0.8%,-4.8,64,-2.9%,x
O=C(NNC(=O)c1ccc2ccccc2c1O)NC1CCCCC1,-0.1%,i,58,9%,3%,0%,-0.3%,-0.9,43,-1.0%,-3%
C/C(CC(=O)Nc1ccc(N(C)C)cc1)=N\NC(=O)Cc1csc(N)n1,0.2%,i,28,-3%,-4%,1%,0.2%,3.5,51,8.0%,19%
COCC(=O)N(CCc1ccc(OC)c(OC)c1)Cc1nc2ccccc2c(=O)[nH]1,-0.4%,i,35,10%,-14%,29%,0.2%,-0.7,50,1.4%,19%
NC(=O)CCN1CCN(Cc2cn[nH]c2-c2cccc3ccccc23)CC1,0.2%,i,37,-6%,-10%,2%,0.2%,1.0,54,3.4%,-6%
O=C(C[n+]1ccc(C(=O)N/N=C/c2ccc(O)cc2)cc1)c1ccccc1,-0.1%,i,26,-2%,8%,26%,0.6%,-2.6,82,-4.4%,-6%
COc1cccc(CCc2nnc(CCC(=O)NC(C)c3c(C)nn(C)c3C)o2)c1 (centres undefined),0.3%,i,46,3%,-10%,4%,0.1%,-1.2,92,1.7%,-1%

# The list goes on (5 carried over from the part before).
SMILES,GPR55 activation,T cell modulator,T cell modulator vesicle-bound %,GPR55 antagonists,KOR beta-arrestin-1,GPR35 antagonists,West Nile antiviral,NTR1 ag,NTR1 ag cell count 20 µM,KOR beta-arrestin-2,Salmonella PhoP GFP
C/C(CC(=O)Nc1ccc(N(C)C)cc1)=N\NC(=O)Cc1csc(N)n1,0.2%,i,28,-3%,-4%,1%,0.2%,3.5,51,8.0%,19%
COCC(=O)N(CCc1ccc(OC)c(OC)c1)Cc1nc2ccccc2c(=O)[nH]1,-0.4%,i,35,10%,-14%,29%,0.2%,-0.7,50,1.4%,19%
NC(=O)CCN1CCN(Cc2cn[nH]c2-c2cccc3ccccc23)CC1,0.2%,i,37,-6%,-10%,2%,0.2%,1.0,54,3.4%,-6%
O=C(C[n+]1ccc(C(=O)N/N=C/c2ccc(O)cc2)cc1)c1ccccc1,-0.1%,i,26,-2%,8%,26%,0.6%,-2.6,82,-4.4%,-6%
COc1cccc(CCc2nnc(CCC(=O)NC(C)c3c(C)nn(C)c3C)o2)c1 (centres undefined),0.3%,i,46,3%,-10%,4%,0.1%,-1.2,92,1.7%,-1%
Cc1cc(C)nc(NC(=O)CSc2nnnn2-c2ccccc2)n1,-0.1%,i,28,8%,-13%,-5%,0.1%,0.1,86,6.0%,-4%
COc1ccc(S(=O)(=O)N2CCC(C(=O)N3CCOCC3)CC2)cc1,-0.1%,i,39,10%,0%,1%,-0.3%,1.1,61,4.8%,-6%
CSC(=NNC(=O)c1ccc(O)cc1)SC,-0.1%,i,28,4%,24%,10%,0.5%,0.2,32,5.5%,22%
CCn1c(-c2ccc(C(C)(C)C)cc2)n[nH]c1=S,0.0%,i,1,1%,35%,6%,-0.2%,3.0,44,-4.8%,-13%
O=C(Nc1ccc(F)cc1Cl)c1ccc2c(=O)n3c(nc2c1)CCCCC3,-0.1%,i,35,12%,0%,16%,-0.3%,-1.2,75,-3.7%,2%
CCNC(=S)NNC(=O)c1ccc(=O)n(Cc2ccccc2)c1,-0.3%,i,55,4%,6%,-6%,-2.5%,-0.4,28,0.2%,8%
CSc1cccc(NC(=O)CN(Cc2ccc(Cl)cc2)S(C)(=O)=O)c1,0.3%,i,12,-3%,-20%,-9%,-1.0%,1.3,44,-3.9%,9%
O=C(COc1ccc(Br)cc1)Nc1ccc(NC(=O)c2ccccc2)cc1,-0.2%,i,7,-18%,-5%,0%,0.5%,1.5,57,1.3%,-6%
CCOC(=O)CC1C(=O)NCCN1S(=O)(=O)c1cc(Cl)c(Cl)cc1Cl (centres undefined),0.2%,i,19,-8%,12%,-5%,-1.2%,5.7,74,-1.8%,9%
CN(CC(=O)Nc1ccc(Cl)c(C(F)(F)F)c1)C(=O)Cc1cccs1,0.3%,i,13,7%,2%,-7%,-0.5%,0.6,65,-3.1%,1%
O=C1c2ccccc2C(Nc2ccc(S(=O)(=O)N3CCOCC3)cc2)N1c1cccnc1 (centres undefined),-0.1%,i,25,-4%,13%,7%,0.1%,0.9,82,-1.0%,-7%
CC(=O)/C(N=Nc1ccc2c(c1)OCCO2)=C(\C)O,-0.5%,i,16,-1%,12%,6%,0.0%,0.5,36,-2.8%,-1%
COc1ccc(C2(C(=O)Nc3ccc(C(=O)N4CCOCC4)cc3)CCOCC2)cc1,-0.1%,i,20,-2%,-6%,-12%,2.3%,-0.9,69,-3.8%,-7%
CCCCNC(=O)C1CC(c2ccc(C(F)(F)F)cc2)=NO1 (centres undefined),-0.2%,i,39,0%,29%,-4%,-0.1%,-3.1,97,0.9%,-1%
CC(=O)Nc1ccc(S(=O)(=O)N2C(=O)c3cccc4cccc2c34)cc1,-1.5%,i,53,-12%,-26%,7%,-0.1%,1.2,67,x,x

# One compound at a time (already shown).
# Results for CC(=O)Nc1ccc(S(=O)(=O)N2C(=O)c3cccc4cccc2c34)cc1 → GPR55 activation = -1.5%; T cell modulator = i; T cell modulator vesicle-bound % = 53; GPR55 antagonists = -12%; KOR beta-arrestin-1 = -26%; GPR35 antagonists = 7%; West Nile antiviral = -0.1%; NTR1 ag = 1.2; NTR1 ag cell count 20 µM = 67; KOR beta-arrestin-2 = x; Salmonella PhoP GFP = x
# Results for CCOC(=O)CC1C(=O)NCCN1S(=O)(=O)c1cc(Cl)c(Cl)cc1Cl (centres undefined) → GPR55 activation = 0.2%; T cell modulator = i; T cell modulator vesicle-bound % = 19; GPR55 antagonists = -8%; KOR beta-arrestin-1 = 12%; GPR35 antagonists = -5%; West Nile antiviral = -1.2%; NTR1 ag = 5.7; NTR1 ag cell count 20 µM = 74; KOR beta-arrestin-2 = -1.8%; Salmonella PhoP GFP = 9%

# Going on with the list.
SMILES,GPR55 activation,T cell modulator,T cell modulator vesicle-bound %,GPR55 antagonists,KOR beta-arrestin-1,GPR35 antagonists,West Nile antiviral,NTR1 ag,NTR1 ag cell count 20 µM,KOR beta-arrestin-2,Salmonella PhoP GFP
O=C(c1cccc([N+](=O)[O-])c1)N1CCN(C/C=C/c2ccccc2)CC1,-0.2%,i,36,-6%,8%,4%,-0.6%,0.3,51,-0.6%,3%
CCCn1c(=O)c2ccccc2n2c(SCC(=O)c3ccc(CC)cc3)nnc12,0.2%,i,54,-2%,10%,19%,-0.4%,5.0,45,-0.3%,-4%
Cc1nc2ccc(N)cc2c(=O)n1Cc1ccc(Cl)cc1,0.2%,i,26,3%,19%,5%,-0.1%,-6.0,86,-2.8%,2%
CC(C)(C)CC(=O)Nc1ccc(Nc2ccccc2)cc1,-0.1%,i,44,17%,11%,9%,-0.3%,-2.7,99,-2.7%,8%
CC(C)(C)c1ccc(-n2ncc3c2CCCC3NC(=O)CN2CCOC2=O)cc1 (centres undefined),0.4%,i,66,-4%,8%,5%,-1.5%,0.0,85,-4.1%,0%
CCC(C(=O)N/N=C(\C)c1cccnc1)c1ccccc1 (centres undefined),-0.2%,i,53,-17%,-20%,-2%,-0.3%,-1.0,57,4.9%,4%
CCN(CC)S(=O)(=O)c1cccc(C(=O)Nc2nc3cc4c(cc3s2)OCCO4)c1,-0.2%,i,22,2%,11%,-12%,0.1%,10,30,-2.7%,2%
CCCc1cc(=O)n2nc(N3CCC(C(=O)N4CCN(c5cccc(OC)c5)CC4)CC3)sc2n1,-0.1%,i,40,3%,-11%,5%,0.1%,2.1,65,0.7%,4%
O=C(CSc1ccccc1)Nc1ccccc1C(=O)O,-0.2%,i,48,-3%,-30%,-4%,0.3%,-0.5,103,2.8%,-15%
O=C1c2ccccc2C2(c3ccccc3)N1CCN2C(=O)C(Cl)(Cl)Cl (centres undefined),0.4%,i,10,-9%,4%,18%,-0.1%,1.2,54,-5.8%,2%
O=C(Nc1ccc(F)c([N+](=O)[O-])c1)C1CC(=O)N(Cc2ccccc2)C1 (centres undefined),-0.3%,i,2,23%,-5%,12%,-0.1%,1.2,44,-2.7%,-3%

# No enrichment for hits. Share with any hit: about 0.62%.
